TNF necrop inh: inhibitors of TNF-alpha triggered necroptosis, primary screen, cell-based, Jurkat FADD-/-, single concentration; activation (protection from cell death), % at 10 µM; 220,000 tested, 0.068% active; Jurkat FADD-/- TNF necroptosis rescue, ATP luminescence, 24 h; 0 = TNF only, 100 = no-TNF cells;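 active means activation, meaning protection from cell death, of at least 50% relative to plate controls; inactive means activation below 50%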;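 further: necroptosis triggered by 40 ng/mL TNF-alpha added together with compound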
zVAD death inh: inhibitors of zVAD-triggered necroptosis, primary screen, L929 cells; L929 zVAD necroptosis rescue, ATP luminescence, 24 h; with zVAD 60 µM; viability rescue, % at 10 µM; 220,000 tested, 0.38% active;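 active means activation, scaled between plate controls, above about 75%, limit read from the data; inactive means activation under that limit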;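 further: 0% = zVAD with DMSO and 100% = DMSO alone without zVAD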
FXIIa inh: human FXIIa protease inhibitors, primary screen, biochemical, 1536-well. Coagulation factor XII (Homo sapiens), P00748. 220,000 tested, 0.3% active. inhibition, % at 5 µM. purified FXIIa, Boc-QGR-AMC fluorogenic substrate, 2 h. AID 800, 2007; in the data active means inhibition above about 40%;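 further: 0% = enzyme with no compound and 100% = blank without enzyme; many of its hits are not listed in these tables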
PPC-1+TRAIL kill: compounds killing PPC-1 cancer cells with TRAIL present, primary screen, TRAIL potentiator project, ATPLite luminescence, uHTS; 220,000 tested, 0.41% active; PPC-1 cells + TRAIL, ATPLite viability luminescence; cell killing (% activity), % at 4 µM; AID 1443, 2008;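 active means cell killing above 50% in the first pass at 4 µM, then a duplicate retest at 5 µM averaging 50% or more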;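 further: plate controls were cells with TRAIL plus DMSO for no effect and medium-only wells lacking cells for full effect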
CHOP inh: inhibitors of CHOP promoter induction, primary screen, cell-based, unfolded protein response, luciferase reporter; CHO-K1 CHOP-promoter luciferase, tunicamycin-induced, 15-18 h; inhibition, % at 10 µM; 220,000 tested, 3.8% active; AID 2732, 2010;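 active means compounds that reduced the stress-induced luciferase reporter signal by more than about 70% of percent inhibition, limit read from the data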;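 further: 0% = tunicamycin plus vehicle and 100% = wells without tunicamycin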
TbHK1 inh: Trypanosoma brucei hexokinase 1 inhibitors, primary screen, biochemical, G6PDH-coupled NADH absorbance, MLSCN library | hexokinase 1 [Trypanosoma brucei] | recombinant TbHK1, G6PDH-coupled NADH A340 | inhibition, % at 10 µM | 220,000 tested, 0.11% active | AID 1430, 2008;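 active means inhibition of 50% or more in the single-dose primary screen; inactive means inhibition below 50%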
FXIa inh: human FXIa protease inhibitors, primary screen, biochemical, 1536-well; purified FXIa, Boc-Glu-Ala-Arg-AMC fluorogenic substrate; inhibition, % at 5 µM; 220,000 tested, 0.14% active; AID 798, 2007;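 active means inhibition of at least 40%; inactive means inhibition below 40%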;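 further: fluorescence of freed AMC excited at 355 nm; 0% = enzyme without compound and 100% = no enzyme blank; many of its hits are not listed in these tables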
Target sequence (P03951 19-387 limits assumed): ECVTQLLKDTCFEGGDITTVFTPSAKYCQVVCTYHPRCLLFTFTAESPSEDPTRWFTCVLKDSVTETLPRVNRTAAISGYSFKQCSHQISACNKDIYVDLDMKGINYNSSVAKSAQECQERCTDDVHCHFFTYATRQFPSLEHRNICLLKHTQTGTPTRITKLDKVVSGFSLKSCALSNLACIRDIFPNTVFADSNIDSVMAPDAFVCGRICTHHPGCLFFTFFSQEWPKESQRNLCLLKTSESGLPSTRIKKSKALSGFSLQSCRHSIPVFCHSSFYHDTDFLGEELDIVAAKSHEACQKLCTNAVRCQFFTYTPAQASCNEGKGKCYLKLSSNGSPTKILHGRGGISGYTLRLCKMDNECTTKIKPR
Target sequence (P03951 388-625 limits assumed): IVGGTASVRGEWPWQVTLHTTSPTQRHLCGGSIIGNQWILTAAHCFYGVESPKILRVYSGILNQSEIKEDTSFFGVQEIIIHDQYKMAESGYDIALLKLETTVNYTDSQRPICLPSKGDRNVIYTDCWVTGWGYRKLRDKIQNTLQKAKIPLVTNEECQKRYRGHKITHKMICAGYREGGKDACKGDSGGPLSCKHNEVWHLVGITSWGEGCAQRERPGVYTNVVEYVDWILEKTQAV
Wee1 degr inh: Wee1 degradation inhibitors, primary screen, cell-based, HeLa, Wee1K328M-luciferase, luminescence; Wee1-like protein kinase (Homo sapiens), P30291; HeLa Luc-Wee1K328M stability; 100% = proteasome inhibitor MG132 effect; reporter increase, % at 5 µM; 220,000 tested, 1.2% active;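 active means activation above the mean of all tested compounds plus 3 SD, set per screening run, cut at about 8.8% in these data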;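 further: cells exposed to compound for 20 h before luminescence read; 0% = DMSO alone and 100% = MG132 at 30 µM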
PGE2 EP2 inh: human EP2 receptor antagonists, primary screen, TR-FRET cAMP, C6 glioma cells; Prostaglandin E2 receptor EP2 subtype (Homo sapiens), P43116; C6 glioma cells expressing human EP2; cells stimulated with saturating PGE2; inhibition, % at 25 µM; 260,000 tested, 0.52% active; AID 1422, 2008;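 active means percent inhibition above 40 after rounding to a whole number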;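 further: rat C6 glioma host cells with rolipram phosphodiesterase inhibitor present; the protocol text gives 20 µM as final concentration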
Target sequence (P43116 whole entry, looked up): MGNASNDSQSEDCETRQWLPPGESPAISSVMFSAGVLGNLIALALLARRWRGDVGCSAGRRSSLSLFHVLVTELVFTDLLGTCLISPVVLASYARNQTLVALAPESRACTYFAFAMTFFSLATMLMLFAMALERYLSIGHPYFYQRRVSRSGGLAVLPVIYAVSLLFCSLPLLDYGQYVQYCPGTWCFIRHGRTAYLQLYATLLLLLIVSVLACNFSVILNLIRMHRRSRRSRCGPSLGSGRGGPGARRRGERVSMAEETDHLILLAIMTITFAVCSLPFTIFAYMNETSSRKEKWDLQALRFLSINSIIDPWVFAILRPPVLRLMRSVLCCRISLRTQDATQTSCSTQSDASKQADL
* hit, by the source's call; x = no result given; & = joins results of further samples; [ ] = remark or other dose. Only part of the results is shown; rates above refer to the full screens.

SMILES	TNF necrop inh	zVAD death inh	FXIIa inh	PPC-1+TRAIL kill	CHOP inh	TbHK1 inh	FXIa inh	Wee1 degr inh	PGE2 EP2 inh
O=C(OCC(=O)c1ccc([N+](=O)[O-])cc1)/C(=C/c1ccc(Cl)cc1)NC(=O)c1ccccc1	-4.1	-0.1	6	21	17	12	4	0	8
O=c1c2ccccc2[nH]c(=S)n1-c1ccc2c(c1)OCO2	-0.8	-0.4	13	-3	17	-3	4	-3	x
CCNC(=S)N1CCn2cccc2C1c1cccnc1 (stereo unspecified)	2.4	0.6	5	23	7	3	-5	0	7
O=C(N/N=C1/CN2CCC1CC2)c1cc2ccccc2cc1O	-0.6	0.0	13	8	-6	6	2	-2	11
O=C(c1cc(C(=O)NCc2ccccc2)c(=O)n(Cc2ccccc2)c1)c1cc(Cl)ccc1O	2.2	1.6	29	18	11	-10	24	-2	7
N[C@@H](Cc1c[nH]c2ccccc12)c1nnc(SCc2ccc(F)cc2)o1	-3.3	-0.1	-5	4	8	-4	-7	2	3
Cc1c(C(=O)O)cccc1-n1c(C)cc(/C=C2\C(=O)NC(=O)N(c3ccc4c(c3)OCO4)C2=O)c1C	-0.1	-0.9	13	-2	3	-2	5	2	4
OC1/C(=C/c2ccccc2C(F)(F)F)N2CCC1CC2 (stereo unspecified)	0.3	0.5	2	17	6	-2	-2	0	9
COc1ccc(-n2c(=O)[nH]c3ccccc3c2=O)c(OC)c1	-1.7	0.1	21	-11	-15	5	0	-2	11
CCCCN1C(=O)/C(=C/C=C/c2ccco2)C(=O)NC1=S	-3.5	-0.6	7	9	-30	23	3	2	10
CCS(=O)(=O)N1CCC(C(=O)N2CCC3(CC2)OCCO3)CC1	-0.1	0.6	16	16	2	0	6	1	6
OC(c1ccccc1)(c1ccccc1)C1CCNCC1	-0.9	-0.8	12	6	108*	6	-2	-1	12
CN1C[C@H](CNC(=O)OCc2ccccc2)C[C@@H]2c3cccc4c3c(cn4C)C[C@H]21	0.3	0.0	3	-3	5&16	-1	-5	-2	17&13
CCOC(=O)c1c(C)n(Cc2ccco2)c2ccc(OC)cc12	3.5	0.6	20	17	45	33	-13	2	14
NCC(O)c1ccc(O)cc1 (stereo unspecified)	2.3	2.7	22	2	8&15	8	48*	-1	10&10&8
O=C(/C=C/c1ccccc1)c1c(O)n(CCc2ccccc2)c(=O)[nH]c1=O	-1.2	83*	5	5	92*	-23	-7	-2	6
N=C1c2ccccc2CN1NC(=O)c1ccc(F)cc1	-0.8	0.0	22	0	9	-5	6	-2	3
C=CCN1C(=O)/C(=C/c2ccc(N3CCOCC3)o2)C(=O)NC1=S	-4.2	0.5	13	12	-52	-4	9	-1	6
CN(C)c1ccc(/C=C2/C(=O)NC(=O)N(Cc3ccco3)C2=O)cc1	-0.2	0.8	19	-6	-15	-19	6	1	16
CCCNS(=O)(=O)c1ccc(OCC(=O)N2CCN(Cc3ccccc3)CC2)cc1	-1.0	-0.2	8	7	6	0	-3	1	14
O=C(Cn1ccc2ccccc2c1=O)NCC(=O)N1CCC2(CC1)OCCO2	0.5	0.8	3	-6	-11	-4	-3	0	9
CCn1c(=O)n(CC)c2cc([N+](=O)[O-])c(N3CCNCC3)cc21	0.0	-0.5	20	-12	-4	3	31	-2	13
Cn1c(O)c(C(=N)COc2cccc(Cl)c2)c(=O)n(C)c1=O	-0.6	1.0	5	10	-20	-5	-11	0	4
O=c1[nH]c(=O)n(-c2cccc3ccccc23)c(O)c1C=NCCCn1ccnc1	1.0	0.5	-4	-11	-14	9	-11	1	15
CC1CC2(O)c3nonc3CCC2N1O (stereo unspecified)	-2.0	0.0	29	10	-20	4	25	-2	6
(list continues)
SMILES	TNF necrop inh	zVAD death inh	FXIIa inh	PPC-1+TRAIL kill	CHOP inh	TbHK1 inh	FXIa inh	Wee1 degr inh	PGE2 EP2 inh
N#CCCn1cc(C(=O)O)c(-c2cccc([N+](=O)[O-])c2)n1	0.7	2.5	4	28	-7	-4	-3	0	9
O=C1NC(=O)C(CCc2ccncc2)(CCc2ccncc2)C(=O)N1CCc1ccc(F)cc1	0.7	-0.5	0	-9	-7	4	1	-2	8
CCOC(=O)c1c(NS(=O)(=O)c2ccccc2)n(CCCOC)c2nc3ccccc3nc12	-0.7	1.4	7	12	-16	-11	8	-3	7
Cc1cc(C)n2c(Br)c(CN3CC4CC(C3)c3cccc(=O)n3C4)nc2n1 (stereo unspecified)	-0.1	x	-7	-4	-1	-9	-5	5	11
COc1ccc2c3c([nH]c2c1)C(C)=NCC3	5.9	13	-6	15	49	-147	4	-1	11&18
COc1ccc(CCC(C)NCCc2ccccc2)cc1 (stereo unspecified)	3.0	0.0	8	0	52	1	-1	2	1
CC1(C)COC(Nc2cccc(Cl)c2)=N1	2.0	-0.2	4	1	-3	2	5	1	7
C=CCn1c(O)c(C(CC)=NCc2ccco2)c(=O)[nH]c1=O	-3.5	0.7	6	0	-12	-1	1	-1	6
Cn1cc(C(=O)c2ccccc2)c2ccccc21	-3.5	1.2	12	-21	56	-26	6	-1	12
CCOC(=O)C1C(=O)N(C)C2(C)CC1c1cc(OC)ccc1O2 (stereo unspecified)	-2.9	-0.5	20	14	-20	1	13	1	6
Cc1ccccc1NC(=S)NC(NC(=O)CF)C(Cl)(Cl)Cl (stereo unspecified)	-0.1	-0.8	13	5	9	-2	3	-2	9
O=C1CCCN1C(=O)c1cncc(Br)c1	-0.7	0.7	-13	-36	-25	8	-11	1	5
Cc1cc(C)[n+](C2C3CC4CC(C3)CC2C4)o1 (stereo unspecified)	1.2	-0.7	15	3	10	17	12	0	10
CC(Cc1ccccc1)[n+]1cc(/N=C(\[O-])N(C)C)on1 (stereo unspecified)	-0.2	2.0	13	17	-5	-27	8	1	x
CC(O)(CS(=O)(=O)c1ccc(F)cc1)C(=O)Nc1ccc(C#N)c(C(F)(F)F)c1 (stereo unspecified)	x	x	x	7	9	x	x	-1	23
COc1ccc2[nH]c(C)c(CCN3CCC(=O)C(C)C3C)c2c1 (stereo unspecified)	2.6	3.0	15	9	-5	-6	8	-1	13
O=C1NC(=S)N(c2ccccc2F)C(=O)/C1=C\c1cccs1	-3.7	2.1	8	4	83*	-7	0	0	16
c1cncc(CNC2CCCC2)c1	1.6	5.3	4	5	-20	-3	-1	-3	17
O=c1c2ccccc2ncn1-c1ccc([N+](=O)[O-])c(C(F)(F)F)c1	2.1	0.6	2	4	20	27	-5	-4	7
CCc1nc2ccccc2c(=O)n1-c1cccc(OC)c1	-0.6	-0.5	6	4[5 µM]	-9	-9	-2	-1	6
Cc1ccc(N2Cc3ccccc3C2=N)cc1[N+](=O)[O-]	1.6	0.1	7	3	-26	4	5	2	6
CC12CCCCC1=NC(c1ccc(Br)cc1)N2O (stereo unspecified)	22	6.9	3	20	25	-5	-2	-2	8
O=C(Cc1ccc([N+](=O)[O-])cc1)N1CCN(Cc2ccc3c(c2)OCO3)CC1	2.3	0.3	0	2	25	4	-2	-1	5
COc1cccc(-c2nc3ccc(N4CCN(C)CC4)cc3[nH]2)c1	5.6	54	-9	85*[5 µM]	52	-19	-10	-3	18
CCCCn1c(=O)c(C(=O)Nc2cnccn2)c(O)c2ccccc21	-4.5	-0.1	-8	23	99*	-18	-11	-2	7
More entries:
SMILES	TNF necrop inh	zVAD death inh	FXIIa inh	PPC-1+TRAIL kill	CHOP inh	TbHK1 inh	FXIa inh	Wee1 degr inh	PGE2 EP2 inh
O=[N+]([O-])/C(Cl)=C1\NCCN1Cc1ccc(Cl)nc1	-0.9	9.7	5	-4	3	-10	-4	4	11
Clc1ccc(OCC#CCN2CCOCC2)cc1	1.3	-0.5	8	-12	-17	10	0	1	4
O=P(O)(O)Cc1ccccc1OP(=O)(c1ccccc1)c1ccccc1	-0.1	0.3	8	1	-10	0	2	-3	x
Cc1ccc(C2(O)CCN3CCCCC32)cc1 (stereo unspecified)	-1.6	-0.3	10	9	21	5	1	0	9
COc1ccc(Cc2nccc3cc(OC)c(OC)cc23)cc1OC	-11	4.3	-1	32	53&3	-11	5	0	15&13&10
CC(C)(C)NC(=O)Cn1cc(C(=O)c2ccccc2F)c2ccccc21	0.1	-0.3	8	12	5	20	-1	-3	22
O=c1[nH]c(=O)n(Cc2ccco2)c(O)c1C=NCc1ccco1	-2.4	-0.1	1	1	1	4	16	-2	15
CC1CCCC(C)N1/N=C/c1c[nH]c2ccc(Br)cc12 (stereo unspecified)	8.6	2.8	19	15	53	3	1	1	8
COc1cc2c(cc1OC)C(C(=O)NC(C)C)C1CCCCN1C2=O (stereo unspecified)	1.5	0.9	9	19	19	-7	6	-2	10
CC(C)(C)OC(=O)c1c(N)n(Cc2ccco2)c2nc3ccccc3nc12	-1.2	0.0	-38	-17	11	-15	-13	-2	12
CC(Cc1ccccc1)[n+]1cc(/N=C(\[O-])Nc2ccccc2)on1 (stereo unspecified)	0.9	0.5	4	7	18	-39	-1	-1	17
O=c1[nH]c(O)c(N=Nc2cccc(S(=O)(=O)N3CCOCC3)c2)c(=O)[nH]1	-0.5	0.8	12	2	8	-11	4	-2	3
Cc1onc(-c2ccccc2)c1C(=O)N1CCC2(CC1)OCCO2	-0.8	-0.1	16	-2	-3	4	-4	2	4

In another format: nine of the compounds above.
Below each SMILES – TNF necrop inh	zVAD death inh	FXIIa inh	PPC-1+TRAIL kill	CHOP inh	TbHK1 inh	FXIa inh	Wee1 degr inh	PGE2 EP2 inh
> COc1ccc(Cc2nccc3cc(OC)c(OC)cc23)cc1OC
  -11	4.3	-1	32	53&3	-11	5	0	15&13&10
> CC(C)(C)NC(=O)Cn1cc(C(=O)c2ccccc2F)c2ccccc21
  0.1	-0.3	8	12	5	20	-1	-3	22
> O=c1[nH]c(=O)n(Cc2ccco2)c(O)c1C=NCc1ccco1
  -2.4	-0.1	1	1	1	4	16	-2	15
> CC1CCCC(C)N1/N=C/c1c[nH]c2ccc(Br)cc12 (stereo unspecified)
  8.6	2.8	19	15	53	3	1	1	8
> COc1cc2c(cc1OC)C(C(=O)NC(C)C)C1CCCCN1C2=O (stereo unspecified)
  1.5	0.9	9	19	19	-7	6	-2	10
> CC(C)(C)OC(=O)c1c(N)n(Cc2ccco2)c2nc3ccccc3nc12
  -1.2	0.0	-38	-17	11	-15	-13	-2	12
> CC(Cc1ccccc1)[n+]1cc(/N=C(\[O-])Nc2ccccc2)on1 (stereo unspecified)
  0.9	0.5	4	7	18	-39	-1	-1	17
> O=c1[nH]c(O)c(N=Nc2cccc(S(=O)(=O)N3CCOCC3)c2)c(=O)[nH]1
  -0.5	0.8	12	2	8	-11	4	-2	3
> Cc1onc(-c2ccccc2)c1C(=O)N1CCC2(CC1)OCCO2
  -0.8	-0.1	16	-2	-3	4	-4	2	4
